High-throughput results: PubChem BioAssay, NCI
Growth percent in the NCI-60 one-dose screen (48 h, 10 µM unless noted): 100 = growth as untreated, 0 = no growth, -100 = all killed.
SW-620: SW-620 colon cancer. hit rate 5.2% among 82,000
SF-295: SF-295 CNS cancer cells; hit rate 5.6% among 79,000
HCT-15: HCT-15 colon cancer; hit rate 5.2% among 82,000
KM12: KM12 colon cancer cells. hit rate 5% among 82,000
SNB-75: SNB-75 CNS cancer; hit rate 5% among 79,000
HCC-2998: HCC-2998 colon cancer; hit rate 4.7% among 79,000; AID 1794799
SNB-19: SNB-19 CNS cancer cells | AID 1794751 | hit rate 2.5% among 81,000
HCT-116: HCT-116 colon cancer | hit rate 7.3% among 82,000 | AID 1794798
SF-539: SF-539 CNS cancer. hit rate 6.8% among 81,000. AID 1794752
The depositor's hits bear a star. Rule for the calls: active = growth percent below 10; inactive = the rest.

Start of the listing, in advance, 6 compounds:
For O=C(Nc1ccccc1O)c1cccc(Nc2ccnc(C(F)(F)F)c2)c1 the results were SW-620 98.6, SF-295 99.0, HCT-15 99.0, KM12 96.5, SNB-75 73.9, HCC-2998 104.4, SNB-19 97.4, HCT-116 84.5 and SF-539 92.2.
For C=C(CC[C@@H](C)[C@H]1CC[C@@]2(C)C3=C(C[C@H](O)[C@]12C)[C@@]1(C)CC[C@@H](OC(=O)C[C@@](C)(O)CC(=O)OC)C(C)(C)[C@@H]1CC3)[C@H](C)C(=O)O the results were SW-620 104.3, SF-295 103.0, HCT-15 87.4, KM12 89.5, SNB-75 99.5, HCC-2998 116.4, SNB-19 93.7, HCT-116 92.8 and SF-539 96.2.
Screening C=CC(=O)Nc1cccc(Oc2nccc(Nc3ccc(S(=O)(=O)Nc4ccccn4)cc3)n2)c1 returned SW-620 106.1, SF-295 102.0, HCT-15 100.8, KM12 103.9, SNB-75 90.8, HCC-2998 101.3, SNB-19 91.5, HCT-116 83.2 and SF-539 85.0.
For O=Cc1ccc(OCC(=O)OCCCN2C(=O)c3ccccc3C2=O)cc1 the results were SW-620 85.5, SF-295 93.8, HCT-15 98.1, KM12 95.3, SNB-75 85.9, HCC-2998 104.8, SNB-19 96.8, HCT-116 101.5 and SF-539 99.0.
`O=C(Nc1cccc2c1O[C@H](c1nn[nH]n1)CC2=O)c1ccc(OCCCCc2ccccc2)cc1` gave SW-620 96.4, SF-295 102.7, HCT-15 103.1, KM12 113.6, SNB-75 92.2, SNB-19 113.3, HCT-116 106.6 and SF-539 98.9.
Screening CC(C)(C)NC(=O)C(OC(=O)C1CC1c1ccc(F)c(F)c1)c1ccc(Cl)cc1 (stereo not given) returned SW-620 105.7, SF-295 100.1, HCT-15 99.7, KM12 103.7, SNB-75 95.9, HCC-2998 95.8, SNB-19 94.3, HCT-116 96.1 and SF-539 97.3.

The whole of this part, from the first entry:
For O=C(Nc1ccccc1O)c1cccc(Nc2ccnc(C(F)(F)F)c2)c1 the results were SW-620 98.6, SF-295 99.0, HCT-15 99.0, KM12 96.5, SNB-75 73.9, HCC-2998 104.4, SNB-19 97.4, HCT-116 84.5 and SF-539 92.2.
For C=C(CC[C@@H](C)[C@H]1CC[C@@]2(C)C3=C(C[C@H](O)[C@]12C)[C@@]1(C)CC[C@@H](OC(=O)C[C@@](C)(O)CC(=O)OC)C(C)(C)[C@@H]1CC3)[C@H](C)C(=O)O the results were SW-620 104.3, SF-295 103.0, HCT-15 87.4, KM12 89.5, SNB-75 99.5, HCC-2998 116.4, SNB-19 93.7, HCT-116 92.8 and SF-539 96.2.
Screening C=CC(=O)Nc1cccc(Oc2nccc(Nc3ccc(S(=O)(=O)Nc4ccccn4)cc3)n2)c1 returned SW-620 106.1, SF-295 102.0, HCT-15 100.8, KM12 103.9, SNB-75 90.8, HCC-2998 101.3, SNB-19 91.5, HCT-116 83.2 and SF-539 85.0.
For O=Cc1ccc(OCC(=O)OCCCN2C(=O)c3ccccc3C2=O)cc1 the results were SW-620 85.5, SF-295 93.8, HCT-15 98.1, KM12 95.3, SNB-75 85.9, HCC-2998 104.8, SNB-19 96.8, HCT-116 101.5 and SF-539 99.0.
`O=C(Nc1cccc2c1O[C@H](c1nn[nH]n1)CC2=O)c1ccc(OCCCCc2ccccc2)cc1` gave SW-620 96.4, SF-295 102.7, HCT-15 103.1, KM12 113.6, SNB-75 92.2, SNB-19 113.3, HCT-116 106.6 and SF-539 98.9.
Screening CC(C)(C)NC(=O)C(OC(=O)C1CC1c1ccc(F)c(F)c1)c1ccc(Cl)cc1 (stereo not given) returned SW-620 105.7, SF-295 100.1, HCT-15 99.7, KM12 103.7, SNB-75 95.9, HCC-2998 95.8, SNB-19 94.3, HCT-116 96.1 and SF-539 97.3.
COc1ccc(NC(=O)C2=C(C)Nc3ncnn3C2c2ccccc2Cl)cc1 (stereo not given) was read as SW-620 106.9, SF-295 104.6, HCT-15 102.9, KM12 106.6, SNB-75 101.1, HCC-2998 109.6, SNB-19 109.0, HCT-116 102.7 and SF-539 114.4.
For N#CCC(=O)n1ccc(-c2cc3cc(Br)ccc3oc2=O)n1 the results were SW-620 105.6, SF-295 102.0, HCT-15 99.6, KM12 103.8, SNB-75 92.2, HCC-2998 114.0, SNB-19 93.8, HCT-116 97.4 and SF-539 97.8.
For CCn1c(SCC(=O)Nc2cccc(C(=O)/C=C/c3cc(OC)c(OC)c(OC)c3)c2)nc2ccccc2c1=O the results were SW-620 14.9, SF-295 75.0, HCT-15 -13.9*, KM12 44.6, SNB-75 -4.2*, HCC-2998 42.2, SNB-19 39.9, HCT-116 -28.8* and SF-539 24.0.
`CC(=O)c1cccc(NC(=O)c2ccc(-c3cccc(N)c3)o2)c1` gave SW-620 100.3, SF-295 98.4, HCT-15 95.7, KM12 96.6, SNB-75 93.5, HCC-2998 104.9, SNB-19 98.6, HCT-116 98.8 and SF-539 91.7.
For CC1CCC(O)C(C)C1 (stereo not given) the results were SW-620 105.6, HCT-15 98.3, KM12 102.4, SNB-75 82.9, HCC-2998 117.1, SNB-19 101.6, HCT-116 97.1 and SF-539 95.1.
Screening CCC1(C)COC(c2ccc(OC)c(OC)c2)OC1 (stereo not given) returned SW-620 100.1, SF-295 106.3, HCT-15 102.8, KM12 110.9, SNB-75 105.1, HCC-2998 101.4, SNB-19 105.1, HCT-116 114.2 and SF-539 112.8.
c1ccc2[nH]c(-c3ccc(Nc4nc(N5CCCCC5)nc(N5CCOCC5)n4)cc3)nc2c1 was read as SW-620 5.3*, SF-295 -51.4*, HCT-15 -33.9*, KM12 14.3, SNB-75 -0.7*, HCC-2998 -1.1*, SNB-19 10.4, HCT-116 9.7* and SF-539 7.9*.
O=C(Cc1ccccn1)C(F)(F)C(F)(F)C(F)(F)F was read as SW-620 108.7, HCT-15 109.1, KM12 134.5, SNB-75 93.6, HCC-2998 100.2, SNB-19 99.8, HCT-116 104.0 and SF-539 103.7.
Screening Oc1cccnc1I returned SW-620 103.1, SF-295 99.1, HCT-15 100.4, KM12 108.0, SNB-75 82.3, HCC-2998 91.1, SNB-19 98.7, HCT-116 103.6 and SF-539 97.1.
For CCCCOc1ccc(S(=O)(=O)N2CCN(c3nc(N4CCOCC4)c4ccccc4n3)CC2)cc1 the results were SF-295 99.5, HCT-15 103.2, KM12 102.2, SNB-75 114.2, HCC-2998 115.9, SNB-19 95.2, HCT-116 98.1 and SF-539 96.3.
`Cc1nc2sc(C(=O)Nc3cccc(Br)c3)c(N)c2cc1C(O)c1ccccc1` (stereo not given) gave SW-620 31.0, SF-295 40.2, HCT-15 21.0, KM12 22.8, SNB-75 55.4, HCC-2998 18.2, SNB-19 33.8, HCT-116 16.2 and SF-539 6.2*.
COc1cccc2cc3c(nc12)CC(C(F)(F)F)CC3=O (stereo not given) was read as SW-620 100.4, SF-295 104.3, HCT-15 102.0, KM12 101.9, SNB-75 94.4, HCC-2998 109.5, SNB-19 99.0, HCT-116 101.9 and SF-539 100.9.
Cc1c(N=O)c(-c2ccccc2)n(O)[n+]1[O-] was read as SW-620 102.4, SF-295 108.4, HCT-15 96.6, KM12 104.9, SNB-75 101.2, HCC-2998 105.6, SNB-19 102.6, HCT-116 102.5 and SF-539 102.3.
C[N+](C)(C)CCOP(=O)([O-])OP(=O)(O)OC[C@H]1OC(n2ccc(N)nc2=O)[C@H](O)[C@@H]1O (stereo not given in full) was read as SW-620 102.6, SF-295 116.9, HCT-15 109.3, SNB-75 107.0, HCC-2998 108.1, SNB-19 105.8, HCT-116 95.5 and SF-539 97.8.
Screening C=CCc1cn(C2CC(O)C(CO)O2)c(=O)[nH]c1=O (stereo not given) returned SW-620 108.4, SF-295 93.2, HCT-15 107.9, KM12 117.9, SNB-75 90.1, SNB-19 97.1, HCT-116 99.6 and SF-539 97.4.
For O=C1C(=O)c2ccc(Br)cc2-c2cc(Br)ccc21 the results were SW-620 -1.4*, SF-295 78.1, HCT-15 50.2, KM12 73.1, SNB-75 84.2, HCC-2998 87.0, HCT-116 -71.9* and SF-539 116.6.
`Cc1cc(N2CCOCC2)nc(N2CCC(C(N)=O)CC2)n1` gave SW-620 94.9, SF-295 97.8, HCT-15 98.3, KM12 103.0, SNB-75 70.2, HCC-2998 101.8, SNB-19 104.8, HCT-116 102.7 and SF-539 99.2.
For COc1ccc(C2=NN(C(=O)c3cc(-c4ccc(Cl)cc4)nc4ccccc34)C(c3cc(-c4ccccc4)nn3-c3ccccc3)C2)cc1OC (stereo not given) the results were SW-620 90.6, SF-295 61.9, HCT-15 62.8, KM12 78.0, SNB-75 64.1, HCC-2998 87.9, SNB-19 71.4, HCT-116 65.3 and SF-539 103.6.
`O=C(c1ccccc1)c1ccccc1Cl` gave SW-620 106.4, SF-295 110.1, HCT-15 104.2, KM12 96.0, SNB-75 88.8, HCC-2998 117.4, SNB-19 97.1, HCT-116 101.4 and SF-539 100.4.
`O=C(CN1CCCCC1)Nc1ccc(S(=O)(=O)c2ccc(NC(=O)CN3CCCCC3)cc2)cc1` gave SW-620 102.3, SF-295 118.2, HCT-15 124.9, KM12 102.3, SNB-75 85.9, HCC-2998 87.6, SNB-19 105.6, HCT-116 78.6 and SF-539 105.0.
Screening COc1ccc(CN2C(=O)/C(=C/c3nc(CO)cs3)SC2=S)cc1 returned SW-620 77.8, SF-295 105.9, HCT-15 64.2, KM12 9.4*, SNB-75 91.7, HCC-2998 109.1, SNB-19 93.8, HCT-116 75.0 and SF-539 70.1.
O=S(=O)(O)C(c1ccccc1)C1(O)CCCCC1 (stereo not given) was read as SW-620 103.4, SF-295 109.4, HCT-15 113.5, KM12 104.6, SNB-75 105.2, HCC-2998 116.0, SNB-19 106.8, HCT-116 99.4 and SF-539 99.7.
COc1ccc(N2CCN(C(=O)CCSc3nnc4n(Cc5ccccc5)c(=O)c5c6c(sc5n34)CCCC6)CC2)cc1 was read as SW-620 102.5, SF-295 98.7, HCT-15 101.3, KM12 91.3, SNB-75 91.5, HCC-2998 91.2, SNB-19 110.1, HCT-116 95.4 and SF-539 99.7.
COc1ccc(-c2nc3c4c(-c5ccccc5)c(-c5ccccc5)n(Cc5ccccc5)c4ncn3n2)cc1 was read as SW-620 81.2, SF-295 36.9, HCT-15 74.7, KM12 64.8, SNB-75 84.4, HCC-2998 64.4, SNB-19 67.3, HCT-116 43.2 and SF-539 78.8.
For O=c1cc(N2CCNCC2)c2ccccc2n1-c1ccccc1 the results were SW-620 99.1, SF-295 102.8, HCT-15 108.5, KM12 108.3, SNB-75 101.4, HCC-2998 99.6, SNB-19 92.0, HCT-116 101.7 and SF-539 99.3.
`Cc1ccnc(NS(=O)(=O)c2ccc(NC(=O)Nc3ccc(Cl)c(C(F)(F)F)c3)cc2)n1` gave SW-620 102.5, SF-295 85.0, HCT-15 96.6, KM12 87.2, SNB-75 97.0, HCC-2998 117.1, SNB-19 93.8, HCT-116 87.0 and SF-539 101.5.
Cc1cc(Nc2ccc(CCO)cc2)nc(N)n1 was read as SW-620 104.9, SF-295 98.8, HCT-15 96.9, KM12 93.8, SNB-75 95.4, HCC-2998 103.0, SNB-19 103.3, HCT-116 85.6 and SF-539 102.7.
`CSC(N)=NC(c1ccccc1)c1ccccc1` gave SW-620 84.6, SF-295 71.2, HCT-15 93.2, KM12 90.5, SNB-75 90.4, HCC-2998 91.5, SNB-19 95.1, HCT-116 70.2 and SF-539 98.3.
COc1ccc2c(c1)C(c1cc(OC)c3c(c1)OCO3)C1=C(COC1=O)N2 (stereo not given) was read as SW-620 23.3, SF-295 1.6*, HCT-15 26.2, KM12 9.2*, SNB-75 43.6, HCC-2998 10.6, SNB-19 35.2, HCT-116 12.7 and SF-539 5.6*.
`COCC(=O)Nc1ccc(Cl)c(Cl)c1` gave SW-620 109.7, SF-295 100.1, HCT-15 98.7, KM12 101.6, SNB-75 97.0, HCC-2998 100.8, SNB-19 107.2, HCT-116 108.0 and SF-539 105.0.
Screening CCOC(=O)c1c(C)nc2ccccc2c1/C=C/c1ccc(F)cc1 returned SW-620 85.5, SF-295 67.7, HCT-15 68.1, KM12 72.5, SNB-75 86.5, HCC-2998 81.1, SNB-19 76.9, HCT-116 56.2 and SF-539 81.0.
COc1ccc(-c2nn(-c3ccccc3)cc2/C=C2\SC(=S)N(C3CCCCC3)C2=O)cc1 was read as SW-620 98.0, SF-295 98.9, HCT-15 106.9, KM12 100.3, SNB-75 98.5, HCC-2998 105.1, SNB-19 96.4, HCT-116 90.7 and SF-539 94.9.
For CCOC(=O)C[C@@H]1C(=O)N2CC[C@@]3(C(=O)Nc4ccc(Br)cc43)[C@@H]2C[C@@H]1C(=O)OCC the results were SW-620 97.2, SF-295 109.0, HCT-15 101.2, KM12 99.3, HCC-2998 111.7, SNB-19 98.6, HCT-116 98.6 and SF-539 99.0.
Screening O=C(O)C1C[C@](O)(c2ccccc2Cl)[C@@H](c2ccccc2Cl)O1 (stereo not given in full) returned SW-620 101.2, SF-295 99.3, HCT-15 95.6, KM12 96.0, SNB-75 63.1, HCC-2998 95.9, SNB-19 109.6, HCT-116 99.3 and SF-539 110.1.
Screening O=c1c2ccccc2nc(CN2CCCC2)n1/N=C/c1ccc(Cl)cc1 returned SW-620 100.4, SF-295 99.9, HCT-15 102.8, KM12 101.2, SNB-75 78.3, HCC-2998 109.0, SNB-19 97.3, HCT-116 98.1 and SF-539 103.1.
O=[N+]([O-])c1ccc(N/N=C(\c2ccccc2)c2ccc(O)cc2O)c([N+](=O)[O-])c1 was read as SW-620 108.2, SF-295 104.6, HCT-15 94.3, KM12 104.9, SNB-75 88.8, HCC-2998 105.1, SNB-19 104.2, HCT-116 108.9 and SF-539 101.5.
Screening COc1cc2oc(-c3ccccc3)c(CC(=O)N3CCOCC3)c2c(OC)c1OC returned SW-620 103.3, SF-295 106.3, HCT-15 104.5, KM12 110.5, SNB-75 105.6, HCC-2998 110.2, SNB-19 102.1, HCT-116 104.2 and SF-539 100.6.
Screening Nc1ccc2cc(S(=O)(=O)O)cc(S(=O)(=O)O)c2c1N=Nc1ccc(S(=O)(=O)O)cc1 returned SW-620 108.3, SF-295 103.2, HCT-15 106.5, KM12 102.9, SNB-75 106.6, HCC-2998 108.6, SNB-19 108.9, HCT-116 96.5 and SF-539 106.5.
